Compound activity (PubChem BioAssay)
Mtb BioA inh = inhibitors of Mycobacterium tuberculosis BioA enzyme. purified M. tuberculosis BioA enzyme, plate reader. inhibition, % at 9.99 µM. actives 0.096% (n = 360,000); in the data active = inhibition above about 40%
* = called active by the depositor. This is a subset. The share of hits here may be higher or lower than overall.

SMILES | Mtb BioA inh
C[C@H](CO)N1C[C@H](C)[C@@H](CN(C)C(=O)Nc2ccccc2)Oc2cc(C#Cc3ccccc3)ccc2S1(=O)=O | -3.0
CC(C)NC(=O)Nc1ccc2c(c1)C(=O)N([C@H](C)CO)C[C@@H](C)[C@H](CN(C)C(=O)Nc1ccc3c(c1)OCO3)OCCCC[C@@H](C)O2 | 0.8
COc1ccccc1CNC(=O)C[C@H]1C[C@@H]2c3cc(NC(=O)C4CCOCC4)ccc3O[C@@H]2[C@@H](CO)O1 | -1.4
C[C@H]1CN([C@@H](C)CO)C(=O)c2cccc(NS(C)(=O)=O)c2O[C@@H]1CN(C)C(=O)NC1CCCCC1 | -2.8
C[C@H](CO)N1C[C@H](C)[C@@H](CN(C)CC2CC2)Oc2ccc(N(C)C)cc2CC1=O | -0.8
CCC(=O)N[C@@H]1C=C[C@H](CC(=O)NCc2ccc(OC)cc2)O[C@H]1CO | -2.2
CO[C@@H](CN(C)C(=O)c1cnccn1)[C@@H](C)CN([C@H](C)CO)S(=O)(=O)c1ccc(Cl)cc1 | -1.0
CN1CCN(C(=O)C[C@@H]2CC[C@@H]3[C@H](COc4ccc(NC(=O)c5ccc(F)c(F)c5)cc4C(=O)N3C)O2)CC1 | 7.0
O=C(C[C@@H]1C[C@H]2c3cc(NC(=O)C4CCOCC4)ccc3O[C@H]2[C@H](CO)O1)NCc1cccnc1 | 0.8
COCC#Cc1ccc2c(c1)O[C@@H](CN(C)S(=O)(=O)c1ccc(C)cc1)[C@H](C)CN([C@@H](C)CO)S2(=O)=O | -1.0
COCC(=O)N(C)C[C@H]1Oc2ncc(C#Cc3ccc(OC)cc3)cc2C(=O)N([C@@H](C)CO)C[C@H]1C | 4.3
O=C(C[C@H]1C[C@@H]2c3cc(NC(=O)C4CCC4)ccc3O[C@@H]2[C@@H](CO)O1)NCc1cccnc1 | -4.9

In the list so far, 4 have nitrogen in an aromatic ring:
SMILES | Mtb BioA inh
CO[C@@H](CN(C)C(=O)c1cnccn1)[C@@H](C)CN([C@H](C)CO)S(=O)(=O)c1ccc(Cl)cc1 | -1.0
O=C(C[C@@H]1C[C@H]2c3cc(NC(=O)C4CCOCC4)ccc3O[C@H]2[C@H](CO)O1)NCc1cccnc1 | 0.8
COCC(=O)N(C)C[C@H]1Oc2ncc(C#Cc3ccc(OC)cc3)cc2C(=O)N([C@@H](C)CO)C[C@H]1C | 4.3
O=C(C[C@H]1C[C@@H]2c3cc(NC(=O)C4CCC4)ccc3O[C@@H]2[C@@H](CO)O1)NCc1cccnc1 | -4.9

(listing goes on)
SMILES | Mtb BioA inh
CO[C@H]1CN(C)C(=O)c2cc(NC(=O)C3CCCC3)ccc2OC[C@@H](C)N(C(C)=O)C[C@@H]1C | -2.5
COCC(=O)N(C)C[C@@H]1Oc2cc(-c3cccc(F)c3)ccc2S(=O)(=O)N([C@@H](C)CO)C[C@@H]1C | 1.1
O=C(C[C@@H]1C[C@H]2c3cc(NC(=O)NC4CCCCC4)ccc3O[C@H]2[C@@H](CO)O1)NCc1ccccn1 | 0.2
COc1ccc(S(=O)(=O)Nc2cccc3c2O[C@@H](CN(C)Cc2ccc(C(F)(F)F)cc2)[C@@H](C)CN([C@@H](C)CO)C3=O)cc1 | -0.4
CN(C)CCCNC(=O)C[C@@H]1CC[C@H]2[C@@H](COc3ccc(NC(=O)c4cccc(F)c4)cc3C(=O)N2C)O1 | -0.1
C[C@H]1CN([C@@H](C)CO)C(=O)c2cc(N(C)C)ccc2O[C@@H]1CN(C)Cc1ccc(Cl)c(Cl)c1 | 6.2
CN(C)CC(=O)Nc1ccc2c(c1)[C@H]1C[C@H](CC(=O)NCc3cccc(F)c3)O[C@@H](CO)[C@H]1O2 | -1.4
C[C@@H]1CCCCO[C@H](CN(C)C(=O)NC2CCCCC2)[C@@H](C)CN([C@H](C)CO)C(=O)c2cc(NC(=O)Nc3cccc4ccccc34)ccc2O1 | 3.0
CCCC(=O)Nc1ccc2c(c1)C(=O)N(C)C[C@H](OC)[C@H](C)CN(Cc1ccccc1)[C@H](C)CO2 | 0.3
CO[C@@H]1CN(C)C(=O)c2cc(NC(=O)NC(C)C)ccc2OC[C@H](C)N(Cc2ccccc2)C[C@@H]1C | 2.9
COc1cccc(S(=O)(=O)N2C[C@H](O)COC[C@@H]3O[C@H](CC(=O)N4CCOCC4)CC[C@H]32)c1 | -1.1
C[C@@H]1CN([C@H](C)CO)C(=O)c2cc(C3=CCCC3)cnc2O[C@H]1CN(C)C(=O)c1ccncc1 | -0.6

Overlap with the part before: two entries, then new ones.
SMILES | Mtb BioA inh
COc1cccc(S(=O)(=O)N2C[C@H](O)COC[C@@H]3O[C@H](CC(=O)N4CCOCC4)CC[C@H]32)c1 | -1.1
C[C@@H]1CN([C@H](C)CO)C(=O)c2cc(C3=CCCC3)cnc2O[C@H]1CN(C)C(=O)c1ccncc1 | -0.6
COc1ccc(S(=O)(=O)N[C@@H]2C=C[C@@H](CC(=O)O)O[C@H]2CO)cc1 | -0.4
CCC(=O)N(C)C[C@H]1Oc2cc(-c3cncnc3)ccc2S(=O)(=O)N([C@@H](C)CO)C[C@H]1C | 2.0
C[C@H](CO)N1C[C@H](C)[C@@H](CN(C)Cc2ccc(C(=O)O)cc2)OCCCC[C@H](C)Oc2ccc(NS(=O)(=O)c3cccs3)cc2C1=O | -0.7
C[C@@H]1CN([C@H](C)CO)C(=O)c2cc(-c3cccc(F)c3)cnc2O[C@H]1CN(C)C(=O)Nc1ccccc1F | 0.6
Cc1cc(C(=O)Nc2cccc3c2O[C@H](CN(C)S(=O)(=O)c2ccc(F)cc2)[C@H](C)CN([C@H](C)CO)C3=O)n(C)n1 | -0.4
OC[C@H]1[C@H](c2ccc(-c3cccnc3)cc2)[C@H]2CN(Cc3ccccn3)CCCCN21 | 10.0
C[C@H](CO)N1C[C@H](C)[C@H](CN(C)C(=O)Cc2ccccn2)Oc2ncc(C#CC3CCCC3)cc2C1=O | -1.0
O=C(C[C@@H]1C[C@@H]2c3cc(NC(=O)C4CCOCC4)ccc3O[C@@H]2[C@H](CO)O1)NCc1ccccc1F | -1.2
COc1ccc(CN(C)C[C@H]2Oc3ccc(NS(=O)(=O)c4ccc(Cl)cc4)cc3C(=O)N([C@H](C)CO)C[C@@H]2C)cc1 | 3.0
Cc1ccc(S(=O)(=O)N(C)C[C@@H]2Oc3c(NC(=O)NC(C)C)cccc3C(=O)N([C@H](C)CO)C[C@@H]2C)cc1 | -1.9
CO[C@@H]1CN(C)C(=O)c2cc(NC(=O)NC(C)C)ccc2OC[C@@H](C)N(C(=O)C2CCC2)C[C@H]1C | -7.6
C[C@@H]1CN([C@H](C)CO)C(=O)Cc2cc(NC(=O)Cn3cnnn3)ccc2O[C@@H]1CN(C)C(=O)Nc1ccc(C(F)(F)F)cc1 | -2.4

Quoted from the listing.
In Mtb BioA inh, COc1ccc(S(=O)(=O)N[C@@H]2C=C[C@@H](CC(=O)O)O[C@H]2CO)cc1 shows -0.4
In Mtb BioA inh, CCCC(=O)Nc1ccc2c(c1)C(=O)N(C)C[C@H](OC)[C@H](C)CN(Cc1ccccc1)[C@H](C)CO2 shows 0.3
In Mtb BioA inh, COc1ccc(S(=O)(=O)Nc2cccc3c2O[C@@H](CN(C)Cc2ccc(C(F)(F)F)cc2)[C@@H](C)CN([C@@H](C)CO)C3=O)cc1 shows -0.4
In Mtb BioA inh, O=C(C[C@@H]1C[C@H]2c3cc(NC(=O)C4CCOCC4)ccc3O[C@H]2[C@H](CO)O1)NCc1cccnc1 shows 0.8
In Mtb BioA inh, C[C@@H]1CCCCO[C@H](CN(C)C(=O)NC2CCCCC2)[C@@H](C)CN([C@H](C)CO)C(=O)c2cc(NC(=O)Nc3cccc4ccccc34)ccc2O1 shows 3.0

Other records follow:
SMILES | Mtb BioA inh
C[C@@H]1CN([C@@H](C)CO)C(=O)c2cc(NS(=O)(=O)c3ccc(F)cc3)ccc2O[C@@H]1CN(C)C(=O)Nc1ccc(F)cc1 | -0.7
C[C@@H]1CN([C@@H](C)CO)C(=O)c2cc(NS(=O)(=O)c3ccc(Cl)cc3)ccc2O[C@@H]1CN(C)S(=O)(=O)c1ccc(F)cc1 | 0.7
C[C@@H]1CCCCO[C@H](CN(C)S(=O)(=O)c2ccc(F)cc2)[C@@H](C)CN([C@H](C)CO)C(=O)c2cc(NC(=O)CCCN(C)C)ccc2O1 | 1.0
CC(C)c1cn(CC[C@@H]2CC[C@@H](NS(=O)(=O)c3ccc(Cl)cc3)[C@H](CO)O2)nn1 | -0.2
C/C=C/c1ccc2c(c1)O[C@@H](CN(C)C(=O)Cc1ccccc1)[C@H](C)CN([C@H](C)CO)S2(=O)=O | 28
O=C(C[C@H]1CC[C@@H]2[C@H](COC[C@@H](O)CN2S(=O)(=O)c2ccccc2F)O1)NCc1ccccc1F | 4.0
CO[C@@H]1CC[C@@H]2CCN(C)C(=O)[C@H](C)N(C)C(=O)c3cccc(C#N)c3OC[C@H]1O2 | -1.2
CCCC(=O)Nc1ccc2c(c1)C(=O)N(C)C[C@H](OC)[C@@H](C)CN(CCc1ccccc1)[C@@H](C)CO2 | -2.7
C[C@@H]1CN([C@H](C)CO)C(=O)c2cc(NS(=O)(=O)c3ccc(Cl)cc3)ccc2O[C@@H](C)CCCCO[C@H]1CN(C)C(=O)Nc1ccc(F)cc1 | 0.8
C[C@@H]1CCCCO[C@@H](CN(C)S(=O)(=O)c2ccc(Cl)cc2)[C@H](C)CN([C@@H](C)CO)C(=O)c2cc(NC(=O)c3ccccc3)ccc2O1 | 0.6
CCCNC(=O)C[C@@H]1C[C@@H]2c3cc(NC(=O)C4CCOCC4)ccc3O[C@@H]2[C@H](CO)O1 | -0.4
CCCC(=O)Nc1ccc2c(c1)OC[C@H](C)N(Cc1ccccn1)C[C@H](C)[C@H](OC)CN(C)C2=O | -2.8
CCC(=O)N1C[C@H](C)[C@H](OC)CN(C)C(=O)c2ccc(NS(C)(=O)=O)cc2OC[C@H]1C | 2.1
C[C@@H]1CN([C@H](C)CO)C(=O)c2cccc(NC(=O)C3CCCCC3)c2O[C@@H]1CN(C)C | -2.7
C[C@H](CO)N1C[C@H](C)[C@H](CN(C)S(=O)(=O)c2cn(C)cn2)OCCCC[C@H](C)Oc2ccc(NC(=O)NC3CCCCC3)cc2C1=O | -1.1
COCC(=O)Nc1ccc2c(c1)[C@@H]1C[C@H](CC(=O)NCc3ccccc3F)O[C@@H](CO)[C@@H]1O2 | -1.0
CCC(=O)N(C)C[C@H]1Oc2ncc(C#CC3(O)CCCC3)cc2C(=O)N([C@@H](C)CO)C[C@H]1C | 7.0
COc1ccc(NC(=O)Nc2ccc3c(c2)C(=O)N([C@@H](C)CO)C[C@H](C)[C@@H](CN(C)Cc2ccncc2)OCCCC[C@H](C)O3)cc1 | 3.6
COc1ccc(C#Cc2ccc3c(c2)O[C@@H](CN(C)C)[C@H](C)CN([C@@H](C)CO)S3(=O)=O)cc1 | -1.2
COc1cccc(S(=O)(=O)N[C@H]2CC[C@@H](CCNC(=O)Nc3cc(F)ccc3F)O[C@@H]2CO)c1 | 1.4
CN(C)C(=O)c1ccc(-c2ccc([C@@H]3[C@@H](CO)N(C(=O)Cc4ccccn4)[C@H]3C#N)cc2)cc1 | -0.8
Cc1ccc(S(=O)(=O)Nc2ccc3c(c2)C(=O)N([C@@H](C)CO)C[C@@H](C)[C@@H](CN(C)C(=O)CCC(F)(F)F)OCCCC[C@@H](C)O3)cc1 | 1.3
COc1ccc(NC(=O)N(C)C[C@@H]2Oc3ccc(NC(=O)c4ccncc4)cc3CC(=O)N([C@@H](C)CO)C[C@H]2C)cc1 | -2.3
Cc1ccccc1S(=O)(=O)N[C@H]1CC[C@@H](CCn2cc(-c3ccc(F)cc3)nn2)O[C@@H]1CO | 0.8
Cc1noc(C)c1NC(=O)Nc1ccc2c(c1)C(=O)N([C@H](C)CO)C[C@@H](C)[C@H](CN(C)S(=O)(=O)c1ccccc1)OCCCC[C@@H](C)O2 | -2.0
Cc1noc(C)c1S(=O)(=O)N(C)C[C@H]1OCCCC[C@H](C)Oc2ccc(NC(=O)CCCN(C)C)cc2C(=O)N([C@H](C)CO)C[C@H]1C | -1.2
COCC(=O)Nc1ccc2c(c1)[C@@H]1C[C@H](CC(=O)N3CCOCC3)O[C@@H](CO)[C@@H]1O2 | -1.1
CN1CCN(C(=O)C[C@H]2CC[C@H]3[C@@H](COC[C@@H](O)CN3Cc3ccc(Oc4ccccc4)cc3)O2)CC1 | 0.0
Cc1noc(C)c1S(=O)(=O)N(C)C[C@@H]1Oc2ccc(NS(=O)(=O)c3cccs3)cc2CC(=O)N([C@H](C)CO)C[C@@H]1C | -2.8
Cc1cc(C(=O)Nc2cccc3c2O[C@H](CN(C)Cc2ccc(C(F)(F)F)cc2)[C@@H](C)CN([C@H](C)CO)C3=O)n(C)n1 | 3.9
C[C@H](CO)N1C[C@H](C)[C@@H](CN(C)Cc2cccc(C(=O)O)c2)Oc2cc(C3=CCCC3)ccc2S1(=O)=O | 14
C[C@H]1CN([C@@H](C)CO)C(=O)Cc2cc(NC(=O)Cc3cn(C)c4ccccc34)ccc2O[C@@H]1CN(C)C(=O)NC1CCCCC1 | 5.8
CCCC#Cc1ccc2c(c1)O[C@H](CN(C)C(=O)COC)[C@H](C)CN([C@@H](C)CO)S2(=O)=O | 1.5
CC(C)NC(=O)N1[C@@H](CO)[C@@H]2c3ccccc3N(C(=O)Nc3ccc(F)cc3)C[C@@H]21 | 4.1
CCNC(=O)Nc1ccc2c(c1)C(=O)N(C)[C@@H]1CC[C@H](CC(=O)N[C@H](C)c3ccccc3)O[C@@H]1CO2 | 1.5
COc1ccc(CN(C)C[C@H]2Oc3ccc(NC(=O)NC(C)C)cc3C(=O)N([C@@H](C)CO)C[C@@H]2C)cc1 | 0.6
Cc1ccc(S(=O)(=O)N(C)C[C@H]2Oc3c(NS(C)(=O)=O)cccc3C(=O)N([C@H](C)CO)C[C@H]2C)cc1 | -0.3
O=S(=O)(c1ccc(F)cc1)N1CCCCN2[C@H](CO)[C@@H](c3ccc(C#CC4CCCC4)cc3)[C@H]2C1 | -2.9
C[C@@H]1CN([C@H](C)CO)C(=O)c2cc(NC(=O)Cn3cnnn3)ccc2O[C@H]1CN(C)Cc1ccc(-c2ccccc2)cc1 | 1.9
CCCNC(=O)C[C@@H]1CC[C@@H]2[C@H](COc3ccc(NC(=O)c4cc(C)on4)cc3C(=O)N2C)O1 | -1.9
O=C(N[C@@H]1CC[C@@H](CCn2cc(-c3ccccn3)nn2)O[C@H]1CO)c1ccc(F)cc1 | 4.6
C[C@H](CO)N1C[C@H](C)[C@H](CN(C)C(=O)Nc2cccc3ccccc23)Oc2c(NC(=O)C3CC3)cccc2C1=O | -2.7
